# Source: PubChem BioAssay (several laboratories)
# MLLE-PAM2 inh: inhibitors of microRNA-mediated deadenylation, human PABP1 MLLE binding; GST-MLLE / FITC-PAM2 fluorescence polarization; inhibition, % at 20 µM; hit rate 0.36% among 360,000; AID 588489; in the data active means inhibition above about 35%, passing the limit was not always enough;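 further: plate controls were DMSO wells with GST-MLLE for no effect and wells lacking GST-MLLE protein for full effect; some results filed as inactive read as strong as hits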
# Target sequence (P11940 whole entry, looked up): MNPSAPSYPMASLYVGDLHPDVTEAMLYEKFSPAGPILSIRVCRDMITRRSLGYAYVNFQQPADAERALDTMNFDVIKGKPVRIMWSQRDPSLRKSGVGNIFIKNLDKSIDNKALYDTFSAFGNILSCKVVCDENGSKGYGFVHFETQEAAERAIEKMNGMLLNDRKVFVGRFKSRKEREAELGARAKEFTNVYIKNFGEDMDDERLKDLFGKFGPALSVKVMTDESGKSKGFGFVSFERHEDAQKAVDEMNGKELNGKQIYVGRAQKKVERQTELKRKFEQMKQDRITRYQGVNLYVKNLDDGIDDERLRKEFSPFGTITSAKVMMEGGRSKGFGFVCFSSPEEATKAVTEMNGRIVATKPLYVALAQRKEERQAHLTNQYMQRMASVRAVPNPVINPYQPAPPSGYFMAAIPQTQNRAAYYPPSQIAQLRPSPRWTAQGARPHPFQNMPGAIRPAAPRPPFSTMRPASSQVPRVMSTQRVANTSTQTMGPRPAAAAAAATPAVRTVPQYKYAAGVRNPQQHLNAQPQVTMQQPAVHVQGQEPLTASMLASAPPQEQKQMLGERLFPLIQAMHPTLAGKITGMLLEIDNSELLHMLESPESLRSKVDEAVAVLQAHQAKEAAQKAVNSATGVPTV
# FAS-TE inh: FAS thioesterase (human) inhibition; inhibition, % at 15 µM; AID 602261; hit rate 0.67% among 360,000; recombinant FAS-TE, OMFH fluorogenic substrate, fluorescence endpoint;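 active means compounds whose normalised, plate-corrected inhibition of enzyme fluorescence in the single-dose primary screen is 50% or more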;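 further: 0% = DMSO with enzyme and 100% = substrate without enzyme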
# TbMetRS inhib: Trypanosoma brucei MetRS inhibition. purified T. brucei MetRS, ATP depletion, Kinase-Glo luminescence. inhibition, % at 11.9 µM. hit rate 0.4% among 360,000;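 active means inhibition above a per-plate cutoff of the control wells' mean inhibition plus 3 SD, cut at about 5.5% in these data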;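 further: 0% = DMSO wells median and 100% = median of wells with control inhibitor compound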
#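 System: purified T. brucei MetRS enzyme / Detection: Kinase-Glo luciferase luminescence reporting remaining unconsumed ATP / Medium: HEPES buffer with MgCl2, KCl, DTT, spermine, BSA, pyrophosphatase / Replication: singlicate, one well per compound / Evaluation: percent inhibition relative to median high and low control wells / Schedule: 2 h aminoacylation at 25 °C after 15 min preincubation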
# Rin1 Abl inh: human Rin1-Abl interaction inhibition. hit rate 0.4% among 360,000. inhibition, % at 7.35 µM. TR-FRET Rin1/Abl binding, biochemical; in the data active means inhibition above about 5%, passing the limit was not always enough
# MsrA inh: inhibitors of bovine MsrA; hit rate 0.75% among 360,000; inhibition, % at 15.5 µM; purified bovine MsrA, absorbance read-out; in the data active means inhibition above about 4.5%;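 further: 0% = vehicle wells with enzyme and 100% = reference inhibitor wells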
# MsrA act: bovine methionine sulfoxide reductase A activation; purified bovine MsrA, absorbance read-out; activation, % at 10.6 µM; hit rate 0.3% among 360,000; AID 602163; in the data active means activation above about 7.5%;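 further: 0% = vehicle and 100% = reference activator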
# CSN inh: inhibitors of human CSN-mediated cullin deneddylation; Purified CSN, SCF-Nedd8-OG deneddylation, fluorescence polarization; inhibition, % at 12.5 µM; hit rate 0.38% among 360,000; AID 651999; Q92905;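 active means pattern-corrected inhibition above about 35%, with an unprinted fluorescence ratio check between 0.5 and 1.5, limit read from the data, passing the limit was not always enough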;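 further: 0% = enzyme with substrate and 100% = substrate without enzyme; some results filed as inactive read as strong as hits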
# Target sequence (Q92905 whole entry, looked up, one chain of several): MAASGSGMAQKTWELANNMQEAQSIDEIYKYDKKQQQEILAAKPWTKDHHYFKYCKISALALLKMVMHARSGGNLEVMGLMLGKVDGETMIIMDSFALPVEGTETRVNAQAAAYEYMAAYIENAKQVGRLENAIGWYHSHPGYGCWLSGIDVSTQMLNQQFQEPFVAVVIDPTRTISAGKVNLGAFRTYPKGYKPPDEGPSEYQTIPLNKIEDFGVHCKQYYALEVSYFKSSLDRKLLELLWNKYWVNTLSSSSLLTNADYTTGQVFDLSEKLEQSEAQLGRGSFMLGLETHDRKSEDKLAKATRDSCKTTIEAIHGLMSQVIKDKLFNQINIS
#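 Assay system: purified human Csn5 enzyme expressed in HEK293T cells; measure: % inhibition; also added: SCFSkp2-Nedd8OG substrate at 10 nM final; technique: fluorescence polarization; times: reaction 90 min, room temperature; medium: Tris buffer pH 7.5, NaCl, DTT, Tween-20, trehalose, ovalbumin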
# eLon inh: inhibits E. coli Lon protease; P0A9M0; purified E. coli Lon protease, fluorescence polarization; inhibition, % at 7.94 µM; hit rate 0.42% among 360,000; in the data active means inhibition above about 13%, passing the limit was not always enough;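 further: 0% = enzyme with probe and DMSO and 100% = no enzyme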
# Neddylation inh: blocks human cullin neddylation | hit rate 0.58% among 360,000 | AID 651699 | P61081+Q13564 | TR-FRET cullin neddylation, biochemical | calls only at 25 µM; in the data active means inhibition above about 36%
# Active calls of the source: *; i = inactive; nt = no result given; + = active, no number.
1) Cc1ccc(-c2nnn(CC(=O)N(c3ccccc3)C(C(=O)NCC3CCCO3)c3cccs3)n2)o1 (stereo not drawn)
2) COc1ccccc1NC(=O)C(Cc1ccc(Cl)cc1)c1nn[nH]n1 (stereo not drawn)
3) O=C(COC(=O)/C=C/c1ccc2c(c1)OCO2)Nc1ccccc1
4) NC(=O)C1CCCN(C(=O)c2ccc(NC(=O)c3cccs3)cc2)C1 (stereo not drawn)
5) Cc1ccc(C(=O)NNC(=O)c2ccco2)cc1
6) Cc1ccccc1NC(=O)c1cc2c(C)nc3ccccc3c2o1
7) CCS(=O)(=O)c1ccc2oc(Nc3ccc(C(C)C)cc3)nc2c1
8) CCOc1ccc(S(=O)(=O)N2CCCC(C(=O)NCc3ccncc3)C2)cc1Cl (stereo not drawn)

Assay by compound	1	2	3	4	5	6	7	8
MLLE-PAM2 inh	0	5	-1	15	12	-1	36	14
FAS-TE inh	-9	-2	3	-4	-9	6	52*	-2
TbMetRS inhib	-0.7	0.1	0.0	-0.4	-0.8	-0.3	-0.2	-1.2
Rin1 Abl inh	0	1	4	2	1	1	-2	3
MsrA inh	-1.1	-0.6	1.5	-0.7	-0.5	-0.4	0.0	1.1
MsrA act	-1	-2	-6	-2	-1	-2	1	-9
CSN inh	5	6	-11	2	0	4	0	4
eLon inh	0	7	0	-2	-6	-10	-4	-4
Neddylation inh	i	i	i	i	i	i	i	i

9) CCc1cc2c(C)ccc(C)c2nc1SCC(=O)Nc1cc(C)on1
10) Cc1nn(-c2ccccc2)c(C)c1C(=O)OCC(=O)Nc1ccccc1Cl
11) COc1cccc(Nc2ncc(C(=O)O)c3ccccc23)c1
12) COc1ccc(S(=O)(=O)n2cnc3ccccc32)cc1OC
13) COc1cc(/C=C2\SC(=S)N(NC(=O)c3cccc(O)c3)C2=O)ccc1O
14) COC(=O)c1ccc(C(=O)OC)c(NC(=S)N2CCN(C(=O)C3CCCO3)CC2)c1 (stereo not drawn)
15) CC(NC(=O)c1cc2c(cc1Cl)N1CCCCCC1=NS2(=O)=O)c1ccc(S(N)(=O)=O)cc1 (stereo not drawn)
16) Cc1ccc(C(=O)NCC(=O)OCC(=O)N2CCCc3ccccc32)cc1

Assay by compound	9	10	11	12	13	14	15	16
MLLE-PAM2 inh	-3	-3	-7	5	-145	-1	3	-23
FAS-TE inh	-1	-8	-3	-4	-5	0	-5	-12
TbMetRS inhib	0.4	-0.2	0.1	-0.3	0.7	0.6	-0.2	0.5
Rin1 Abl inh	-2	-4	-1	-1	0	4	0	-2
MsrA inh	-0.5	0.3	2.1	-0.4	1.6	-0.4	0.9	-0.2
MsrA act	-1	-1	-5	-3	-3	-2	-5	-2
CSN inh	-2	-3	1	1	50*	4	3	0
eLon inh	-4	-9	-8	-8	-133	-11	-8	-6
Neddylation inh	i	i	i	i	i	i	i	i

17) CCOc1ccc(NC(=O)c2ccc(NCC(=O)N3CCCCCC3)cc2)cc1
18) CC(/C=N/Nc1ncc(C)c(=O)[nH]1)=C\c1ccccc1
19) Cc1cc(NC(=O)c2ccc(Cl)c(S(=O)(=O)N3CCCCC3)c2)no1
20) COCCN1C(=O)c2ccc(C(=O)O)cc2C1=O
21) O=C(CCS(=O)(=O)Cc1ccc(Cl)cc1)NCCCN1CCOCC1
22) Cc1cc(C)cc(N=c2c([N+](=O)[O-])nn(-c3ccc4c(c3)OCCO4)n2O)c1
23) Cc1[nH]c(=O)[nH]c(=O)c1S(=O)(=O)N1CCN(c2ccccc2)CC1
24) COc1ccc(OCc2cc(C(=O)NC3Cc4ccccc4C3)no2)c(Cl)c1

Assay by compound	17	18	19	20	21	22	23	24
MLLE-PAM2 inh	-70	-14	1	19	3	-12	-11	-6
FAS-TE inh	-2	-6	-1	-11	-4	16	-3	2
TbMetRS inhib	-0.7	-0.4	-0.3	-0.1	0.5	0.8	-0.4	-0.7
Rin1 Abl inh	-2	-1	1	6	1	-3	4	0
MsrA inh	-0.4	3.6	0.5	1.5	-0.4	0.9	1.1	1.5
MsrA act	-6	-4	-3	-3	-2	-3	-3	-10
CSN inh	-4	5	0	3	3	-1	-2	1
eLon inh	3	2	0	-5	-8	-12	0	1
Neddylation inh	i	i	i	i	i	i	i	i

25) Cc1cc(OC(C)C(=O)NCc2ccccn2)c2c(C)c(C)c(=O)oc2c1 (stereo not drawn)
26) CCOc1cc(/C=N/O)ccc1OCc1ccccc1F
27) Cc1ccc(S(=O)(=O)N(C)c2ccccc2C(=O)Nc2ccc3c(c2)OCCO3)cc1
28) O=C(C=Cc1ccc2c(c1)OCO2)c1ccccc1
29) Cc1occc1C(=O)NCc1ccccc1
30) Cc1cccc(NC(=O)Cc2nnc(NC(=O)Nc3ccccc3F)s2)c1
31) Cc1oc(-c2ccc(Cl)cc2)nc1CS(=O)CC(=O)NCc1ccco1 (stereo not drawn)
32) O=C(CSc1nnc(COc2ccccc2)o1)NC1CC2CCC1C2 (stereo not drawn)

Assay by compound	25	26	27	28	29	30	31	32
MLLE-PAM2 inh	-2	10	11	4	17	-14	2	2
FAS-TE inh	2	-13	8	-3	-5	3	0	-3
TbMetRS inhib	-0.5	0.0	-0.3	0.1	-0.3	2.2	0.2	-0.1
Rin1 Abl inh	3	3	2	-4	-2	-1	0	4
MsrA inh	1.0	-0.4	0.5	1.6	1.5	-1.1	0.7	-0.2
MsrA act	-7	-6	-4	-4	0	-4	-1	-2
CSN inh	5	-10	1	14	0	2	-2	-5
eLon inh	0	3	11	-7	-6	-4	7	3
Neddylation inh	nt	i	i	i	i	i	i	i

33) CC(C)(C)c1ccc(S(=O)(=O)NCc2ccc(C(=O)NCC3CCCO3)cc2)cc1 (stereo not drawn)
34) CCN1CCc2c(sc(NC(=O)c3ccc(C(=O)c4ccccc4)cc3)c2C(N)=O)C1
35) CCSc1nnc(NC(=O)Cc2ccc(OC)cc2)s1
36) Cc1cc(=O)n2nc(N3CCC(C(=O)NCc4cccc(Br)c4)CC3)sc2n1
37) O=C(CCn1c(=O)oc2ccccc21)Nc1nccs1
38) Cn1c(/C(C#N)=C2/CCCCCN2)nc2ccccc21
39) COC(=O)c1sccc1NC(=S)Nc1cc(C)ccc1OC
40) CC(C)=CCc1cc([C@@H]2CC(=O)c3ccc(O)c(CC=C(C)C)c3O2)ccc1O

Assay by compound	33	34	35	36	37	38	39	40
MLLE-PAM2 inh	0	-18	-3	-19	2	-7	20	-7
FAS-TE inh	0	0	-3	-3	-6	0	-3	31
TbMetRS inhib	-0.4	-0.4	0.1	1.3	-3.3	0.3	0.0	0.1
Rin1 Abl inh	-1	-2	0	1	2	0	-3	-2
MsrA inh	-0.7	0.5	0.2	-1.5	0.7	2.3	1.1	0.4
MsrA act	0	-2	-3	-1	-3	-1	0	-1
CSN inh	-3	3	-4	3	0	3	6	3
eLon inh	1	-13	-10	12	6	-13	4	-3
Neddylation inh	i	i	i	i	i	i	i	i

# Two entries from above, field by field:
32: O=C(CSc1nnc(COc2ccccc2)o1)NC1CC2CCC1C2 (stereo not drawn)
  MLLE-PAM2 inh: 2	FAS-TE inh: -3	TbMetRS inhib: -0.1	Rin1 Abl inh: 4	MsrA inh: -0.2	MsrA act: -2	CSN inh: -5	eLon inh: 3	Neddylation inh: i

33: CC(C)(C)c1ccc(S(=O)(=O)NCc2ccc(C(=O)NCC3CCCO3)cc2)cc1 (stereo not drawn)
  MLLE-PAM2 inh: 0	FAS-TE inh: 0	TbMetRS inhib: -0.4	Rin1 Abl inh: -1	MsrA inh: -0.7	MsrA act: 0	CSN inh: -3	eLon inh: 1	Neddylation inh: i

# The results go on:
41) COc1ccc(CNC(=O)CSc2cccc3cccnc23)cc1
42) COc1ccc(OCc2cc(C(=O)NCCN3CCCC(O)C3)no2)c(Cl)c1 (stereo not drawn)
43) Cc1ccc(NC(=S)NC(NC(=O)c2ccccc2)C(Cl)(Cl)Cl)c(C)c1 (stereo not drawn)
44) Cc1ccc(NC(=O)Cn2c(C)cc(C)c(C#N)c2=O)c(Cl)c1
45) COc1ccc(S(=O)(=O)N(C)c2ccc(C(=O)N3CCCC3)cc2)cc1
46) O=C(NCc1ccco1)c1ccccc1NS(=O)(=O)c1cccs1
47) Cc1cc(C)n(-c2ccc(C(=O)OCC(=O)Nc3cc(Cl)ccc3[N+](=O)[O-])cc2)n1
48) O=C(CN1C(=O)NC(c2ccccc2)(c2ccccc2)C1=O)N1CCOCC1

Assay by compound	41	42	43	44	45	46	47	48
MLLE-PAM2 inh	9	-4	38	-5	13	5	-20	14
FAS-TE inh	-5	-4	15	16	0	-4	23	-7
TbMetRS inhib	-0.4	0.4	-0.5	-1.7	0.4	0.0	-0.2	0.3
Rin1 Abl inh	-5	0	-2	-2	-2	-1	-1	0
MsrA inh	-0.5	1.2	-0.4	0.6	0.4	1.8	-0.8	0.2
MsrA act	-4	-4	-2	-2	-4	5	-7	-3
CSN inh	1	2	-3	3	-2	-2	-8	-2
eLon inh	-15	-8	14	8	-4	-2	-1	-5
Neddylation inh	+	i	i	i	i	i	i	i

49) CC(C)NC(=O)[C@@H]1CSC2c3ccccc3C(=O)N21 (stereo partly drawn)
50) CCN(CC(=O)Nc1cc(S(=O)(=O)N2CCCCC2)ccc1C)Cc1ccccc1
51) CCOc1ccc(C(=O)NNC(=O)c2cc(C)oc2C)cc1
52) COc1ccc(CNS(=O)(=O)CCNCCc2ccccc2)cc1
53) CCC1Sc2ccccc2N(CC(=O)NCc2ccccc2OC)C1=O (stereo not drawn)
54) Cn1c(=O)oc2cc(S(=O)(=O)Nc3ccc4c(c3)OCCO4)ccc21
55) CCN(CC)CCOC(=O)c1ccc(NC(=O)CNC(=O)c2ccccc2)cc1
56) COc1ccc(C)cc1S(=O)(=O)N(CC(=O)NCc1ccc(Cl)cc1)Cc1ccccc1

Assay by compound	49	50	51	52	53	54	55	56
MLLE-PAM2 inh	15	0	3	-11	-4	-10	1	1
FAS-TE inh	-9	21	-7	-7	0	-3	-5	28
TbMetRS inhib	-0.9	0.0	-0.8	0.8	-0.8	1.0	-0.6	-0.1
Rin1 Abl inh	1	2	0	-2	-3	-3	4	-1
MsrA inh	0.1	0.7	0.8	-0.5	-0.7	0.9	0.1	-1.0
MsrA act	-3	0	-12	-1	-10	-2	-2	-1
CSN inh	-1	-6	-2	-1	2	-3	9	2
eLon inh	2	-13	-2	-12	5	-3	-1	-1
Neddylation inh	i	i	i	i	i	i	i	i

# Structures listed so far printed as active in CSN inh:
cpd	SMILES	MLLE-PAM2 inh	TbMetRS inhib	Rin1 Abl inh	MsrA inh	MsrA act	CSN inh	eLon inh	Neddylation inh
13	COc1cc(/C=C2\SC(=S)N(NC(=O)c3cccc(O)c3)C2=O)ccc1O	-145	0.7	0	1.6	-3	50*	-133	i

# Going on with the list.
57) CCOc1ccc(Cc2c(Cl)nc(SC)nc2OC)cc1
58) O=C(Nc1cccc(F)c1)NC1(C(=O)NCC2CCCO2)CCCCC1 (stereo not drawn)
59) COc1ccc(C2c3c(ccc4ccccc34)Oc3ncn4nc(Cc5ccccc5)nc4c32)cc1OC (stereo not drawn)
60) Cc1ccc(N=Nc2c(C)[nH]n(-c3ccccc3)c2=O)cc1
61) O=C(CSc1nnc(C2CC2)n1C1CC1)Nc1cccc(Br)c1

Assay by compound	57	58	59	60	61
MLLE-PAM2 inh	-9	-4	-1	4	-19
FAS-TE inh	22	-1	26	20	5
TbMetRS inhib	-0.7	-0.7	0.1	-0.4	-0.2
Rin1 Abl inh	-2	1	2	1	0
MsrA inh	0.6	1.2	-0.4	0.5	0.0
MsrA act	0	-2	-4	-1	-3
CSN inh	-11	-1	12	-2	-4
eLon inh	-7	1	16	-4	-4
Neddylation inh	i	i	i	i	i
